Compound activity deposited in PubChem BioAssay by The Scripps Research Institute Molecular Screening Center.
proKLK7 act: activators of human kallikrein-7 zymogen | activation, % at 7 µM | hit rate 0.9% among 370,000 | purified proKLK7, EDANS-DABCYL substrate fluorescence; 100% is mature enzyme control, 0% vehicle;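 active = activation above the mean of all tested compounds plus 3 SD, computed per campaign excluding outliers beyond control limits, cut at about 13% in these data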
PLCb3 inh: inhibitors of human phospholipase C beta3 | hit rate 0.18% among 370,000 | AID 720704 | Purified PLC-beta3, fluorogenic substrate, fluorescence | Q01970 | inhibition, % at 12.2 µM; in the data active = inhibition above about 11%;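 also: 0% = median of compound wells on plate and 100% = full blocker control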
MBD2 inh: MBD2-methylated oligo binding inhibition. hit rate 0.31% among 370,000. TR-FRET, MBD2 binding to methylated oligonucleotide. inhibition, % at 4.4 µM. AID 686964. Q9UBB5; in the data active = inhibition above about 13%
ARFGAP1 inhibitor: rat ARFGAP1 inhibition; AID 651572; Q62848; Arfgap1-stimulated ARF1 GTP hydrolysis, GDP FP detection; inhibition, % at 16.5 µM; hit rate 0.26% among 360,000;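 active = inhibition above a per-plate limit, mean inhibition of low control wells plus 3 SD, cut at about 25% in these data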;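 also: 0% = DMSO wells with enzyme and 100% = wells lacking Arfgap1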
Target sequence (Q62848 1-136 limits assumed): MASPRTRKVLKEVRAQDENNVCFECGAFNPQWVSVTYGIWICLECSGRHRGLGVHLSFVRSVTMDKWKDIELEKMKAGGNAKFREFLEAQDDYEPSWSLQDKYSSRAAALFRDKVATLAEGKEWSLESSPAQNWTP
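Material: truncated rat Arfgap1 GAP domain; Incubation: compound-enzyme preincubation 20 min, reaction 120 min, detection 60 min, 25 °C; Read-out: percent inhibition of Arfgap1-stimulated GTP hydrolysis; Technique: FP, GDP Alexa 633 tracer displaced from anti-GDP antibody, 620/688 nm; Controls: No-Arfgap1 wells (100%) versus DMSO full-reaction wells (0%); Replication: single well per compound.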
ASAP1 inh: blocks human ASAP1-stimulated Arf1 GTP hydrolysis | Q9ULH1 | GDP FP detection | inhibition, % at 16.5 µM | hit rate 0.19% among 360,000 | AID 624377; in the data active = inhibition above about 25%;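 also: 0% = vehicle with enzyme and substrate and 100% = no enzyme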
Target sequence (Q9ULH1 325-724 limits assumed): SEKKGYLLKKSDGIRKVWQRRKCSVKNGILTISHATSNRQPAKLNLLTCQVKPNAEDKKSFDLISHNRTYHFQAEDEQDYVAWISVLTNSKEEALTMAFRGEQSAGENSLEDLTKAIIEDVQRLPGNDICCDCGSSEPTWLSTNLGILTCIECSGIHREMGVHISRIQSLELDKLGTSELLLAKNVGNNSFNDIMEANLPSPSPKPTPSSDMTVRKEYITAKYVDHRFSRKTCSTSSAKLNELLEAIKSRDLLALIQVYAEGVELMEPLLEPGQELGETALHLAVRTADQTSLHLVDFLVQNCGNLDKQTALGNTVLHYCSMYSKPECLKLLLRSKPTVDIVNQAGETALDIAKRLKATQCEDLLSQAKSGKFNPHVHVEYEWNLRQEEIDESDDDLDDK
Tn6 DDE FP: disrupts Tn6 cyclic peptide binding to fibrin D-Dimer-E complex. P02675. AID 720509. inhibition, % at 8.3 µM. hit rate 0.21% among 370,000. Fibrin DD(E) TRITC-Tn6 fluorescence polarization displacement;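 active = inhibition above a per-campaign cutoff: mean of compounds within control limits plus 3 SD, cut at about 15% in these data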;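 also: 0% = median of all compound wells on the plate and 100% = blocking peptide control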
Target sequence (P02675 whole entry, looked up): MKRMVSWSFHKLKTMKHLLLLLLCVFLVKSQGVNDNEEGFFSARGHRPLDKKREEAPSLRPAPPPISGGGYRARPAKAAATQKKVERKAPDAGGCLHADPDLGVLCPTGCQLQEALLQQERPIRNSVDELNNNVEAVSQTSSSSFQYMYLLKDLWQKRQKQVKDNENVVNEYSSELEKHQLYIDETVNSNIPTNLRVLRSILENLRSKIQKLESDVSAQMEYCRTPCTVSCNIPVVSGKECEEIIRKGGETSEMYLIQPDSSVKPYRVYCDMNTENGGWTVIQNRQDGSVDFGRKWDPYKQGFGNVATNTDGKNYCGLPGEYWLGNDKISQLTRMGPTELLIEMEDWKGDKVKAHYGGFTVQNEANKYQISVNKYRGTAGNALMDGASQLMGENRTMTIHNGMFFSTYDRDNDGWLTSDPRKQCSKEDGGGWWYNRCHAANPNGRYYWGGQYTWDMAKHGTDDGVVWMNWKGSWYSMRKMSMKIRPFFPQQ
UHRF1 binding: blocks human UHRF1 binding to methylated DNA | Q96T88 | UHRF1 binding to methylated oligo, TR-FRET | inhibition, % at 4.4 µM | hit rate 0.75% among 370,000; in the data active = inhibition above about 21%;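 also: UHRF1 SRA domain binding a hemimethylated CpG hairpin DNA probe; 0% = median of test compound wells and 100% = reference inhibitor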
PLCg1 inh: blocks human PLC-gamma1 enzyme activity. inhibition, % at 12.2 µM. P19174. hit rate 0.84% among 370,000. AID 720700. purified PLC-gamma1, fluorogenic substrate, fluorescence; in the data active = inhibition above about 9.5%
Tn7 DDE FP: disrupts Tn7 cyclic peptide binding to fibrin D-Dimer-E complex; AID 720508; P02675; hit rate 0.13% among 370,000; inhibition, % at 8.3 µM; FP displacement of FITC-Tn7 peptide from fibrin DD(E); 0% = median of compound wells per plate;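 active = inhibition above the mean of compounds falling within the control limits plus 3 SD of them, cut at about 14% in these data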;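 also: 0% = plate median of compound wells and 100% = 10 µM Aha-Tn7 peptide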
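Test system – human fibrin DD(E) · Times – 10 min preincubation, 3 h with tracer, room temperature · Detection – fluorescence polarization of the labelled Tn7 tracer · Measure – percent inhibition normalized to high-control wells · Benchmarks – high control wells with 10 µM unlabelled Aha-Tn7 peptide (full inhibition) · Repeats – singlicate testing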
ADAM17 inh: inhibits human ADAM17 | P78536 | recombinant ADAM17, EDANS/DABCYL FRET peptide cleavage | hit rate 0.83% among 370,000 | inhibition, % at 6.95 µM;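 active = inhibition above the mean of compounds lying between control limits plus 3 SD, set per campaign, cut at about 8.5% in these data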;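 also: 0% = DMSO-only wells as the low control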
* marks the source's active call; other numbers are inactive results; i = inactive; . = no result given.

SMILES	proKLK7 act	PLCb3 inh	MBD2 inh	ARFGAP1 inhibitor	ASAP1 inh	Tn6 DDE FP	UHRF1 binding	PLCg1 inh	Tn7 DDE FP	ADAM17 inh
Cc1ccccc1NC1(C#N)CCCCC1	-0.3	0	1	25	10	1	-1	1	-3	-3
COc1ccc(CCn2c(O)c(C=NCc3ccc4c(c3)OCO4)c(=O)[nH]c2=O)cc1OC	-0.5	-4	-1	0	4	-7	-1	1	4	-1
Cc1nc2ccccc2c(=O)n1-c1ccccc1[N+](=O)[O-]	-0.1	2	2	-10	8	4	0	-1	9	-2
CN1C[C@H]2CON(C)[C@H]2C[C@H]1c1cccc(Br)c1	-0.1	0	3	0	7	7	2	-3	-9	-6
CCN(CC)C(=O)c1ccc(NC(=O)c2cn(-c3ccccc3)nc2-c2ccc(OC)cc2)cc1	0.0	-7	0	-2	4	-3	1	3	0	6
C=CCn1c(O)c(C(C)=Nc2ccc(NC(C)=O)cc2)c(=O)[nH]c1=O	0.4	-79	5	2	-2	-1	1	-58	0	-4
CC1CCCN(CC(=O)N2CCCc3ccccc32)C1 (configuration not stated)	0.3	0	-7	-2	-6	10	-1	-1	-1	-2
S=P(Nn1cnnc1)(c1ccc(Br)cc1)c1ccc(Br)cc1	0.2	0	4	10	6	-2	1	0	2	-1
CCOc1cccc(N2C(=O)/C(=C/c3ccco3)C(=O)NC2=S)c1	1.3	-28	12	-5	4	6	50*	-16	7	-4
Cc1cc(/C=C2\C(=O)NC(=O)N(c3ccccc3F)C2=O)c(C)n1-c1cc(C(=O)O)cc(C(=O)O)c1	0.1	-25	9	2	5	8	52*	-1	-1	-6
Nc1c(C(=O)NCc2ccco2)c2nc3ccccc3nc2n1CCN1CCOCC1	34*	i	-5	14	-7	-2	-8	i	8	i
Cc1nonc1OCCNCCNc1ccc([N+](=O)[O-])c2cccnc12	-0.7	3	-15	-8	3	4	-17	0	4	2

Fetched by compound from the entries so far:
SMILES	proKLK7 act	PLCb3 inh	MBD2 inh	ARFGAP1 inhibitor	ASAP1 inh	Tn6 DDE FP	UHRF1 binding	PLCg1 inh	Tn7 DDE FP	ADAM17 inh
CCOc1cccc(N2C(=O)/C(=C/c3ccco3)C(=O)NC2=S)c1	1.3	-28	12	-5	4	6	50*	-16	7	-4
CCN(CC)C(=O)c1ccc(NC(=O)c2cn(-c3ccccc3)nc2-c2ccc(OC)cc2)cc1	0.0	-7	0	-2	4	-3	1	3	0	6
S=P(Nn1cnnc1)(c1ccc(Br)cc1)c1ccc(Br)cc1	0.2	0	4	10	6	-2	1	0	2	-1

Returning to the listing, repeating the two entries before the break.
SMILES	proKLK7 act	PLCb3 inh	MBD2 inh	ARFGAP1 inhibitor	ASAP1 inh	Tn6 DDE FP	UHRF1 binding	PLCg1 inh	Tn7 DDE FP	ADAM17 inh
Nc1c(C(=O)NCc2ccco2)c2nc3ccccc3nc2n1CCN1CCOCC1	34*	i	-5	14	-7	-2	-8	i	8	i
Cc1nonc1OCCNCCNc1ccc([N+](=O)[O-])c2cccnc12	-0.7	3	-15	-8	3	4	-17	0	4	2
O=C(c1ccc2nc3ccc(Cl)cc3c(=O)n2c1)N1CCC2(CC1)OCCO2	11	i	1	4	-13	-2	-3	-421	1	-245
S=C(c1ccc(Cl)cc1)N1CCOCC1	-0.6	1	-2	-5	11	4	-2	0	0	1
CCOC(=O)[C@]12Cc3cc(C)ccc3[C@H]1N(CCC(=O)OC)C(=O)c1ccccc12	0.5	-1	1	-6	-18	2	13	0	5	-1
O=C1C2(c3ccccc3)CN3CN(C2)CC1(c1ccccc1)C3	-0.4	-2	-1	17	1	0	2	-1	3	4
Cc1ccccc1NC(=O)NCCN1CC1	0.1	0	3	-6	0	-1	-3	6	9	1
Cc1ccc(-n2c(O)c(/C=N/Nc3ccccc3)c(=O)[nH]c2=O)cc1C	0.4	-18	0	10	-6	5	12	-10	2	-5
CCCC(=O)N1c2ccc(Cl)cc2C(c2ccccc2)=NCC1C(=O)NC(C)(C)C (configuration not stated)	-0.4	-1	1	.	.	5	1	-3	-2	1
COOCC1(C(=O)OC)C[C@H](c2ccc(OC)cc2)N(Cc2ccccc2OC)[C@@H]1c1ccccc1C (some centres not stated)	0.1	6	0	5	3	5	-2	3	1	2
CC(C)c1ccc(N2C(=O)NC(=O)/C(=C\C=C\c3ccco3)C2=O)cc1	0.1	-50	3	10	4	3	24*	-38	-5	-4
CC(C)(C)N1C(=O)NC(=O)/C(=C\c2ccc3c(c2)CCN3CCCCl)C1=O	0.6	-15	-8	-14	-5	-4	-2	-10	-3	0
CCCCC(=O)N/N=C/c1c(O)n(Cc2ccco2)c(=O)[nH]c1=O	-0.5	-8	-2	3	2	-2	17	-5	1	-4
O=C1c2ccccc2C(=O)N1Cc1nc2ccccc2c(=O)n1-c1ccccn1	0.7	0	-1	12	5	0	0	2	4	-3
COc1ccc2c(c1OC)CN1CCc3cc4c(cc3C1C2)OCO4 (configuration not stated)	-0.3	-25	-4	9	-4	2	-7	-20	0	-15
NC1CC2CCCCC2CC1(O)c1ccccc1 (configuration not stated)	-0.1	1	0	12	7	9	-4	1	-2	-2
N#CCCn1cc(C(=O)Nc2ccccc2Cl)c(-c2ccc(F)cc2)n1	-0.4	-1	-4	-6	-9	7	-3	3	9	2
CCOc1cc2c(cc1OCC)-n1cccc1C(c1ccc(OC)c(O)c1)NC2 (configuration not stated)	0.1	-2	5	10	4	3	3	-2	2	0
Cc1cc(OCC(=O)N[C@@H](Cc2ccccc2)C(=O)O)c2c3c(c(=O)oc2c1)CCC3	10	-209	3	7	3	3	2	-184	0	-222
COC(=O)C1=C(c2ccc(OC(F)(F)F)cc2)C[C@@H]2CC[C@H]1N2C(=O)N1CCC(O)CC1	-0.3	3	-7	4	-5	3	-3	2	1	-1
N#Cc1c(Cl)nc(Cl)c2c1CCN(Cc1ccccc1)C2	5.6	-315	1	-3	4	-7	-2	-259	-3	-288
O=P(OC1=CCCCC1)(c1ccccc1)c1ccccc1	0.4	6	-3	2	4	-2	2	5	-6	5
CC(=O)OC1N=C(c2ccccc2)c2cc(Br)ccc2NC1=O (configuration not stated)	0.4	0	-1	-9	-10	2	7	5	5	-2
Cc1cc(C(=O)NP(=O)(N2CCOCC2)N2CCOCC2)c(C)n1C1CC1	0.1	-1	5	-5	-2	-1	1	1	-5	-6
ClCCOCOCCCl	-0.5	0	6	-3	-2	-12	3	-2	6	-5
COC(=O)C(O)(c1ccc(N=Cc2ccccc2O)c(C)c1)C(F)(F)F (configuration not stated)	0.3	5	-2	-6	-11	4	6	3	16*	1
O=C(CCc1ccccc1)N1Cc2cc(N3CCOCC3)ccc2-n2nncc2C1	0.5	-3	2	-3	-4	9	0	-2	9	-3
COC(=O)C1=C(c2ccc3ccccc3c2)C[C@@H]2CC[C@H]1N2C(=O)NCc1ccco1	1.4	-4	1	8	9	5	2	-1	-5	4
C/C=C(\C)C(=O)N[C@@H](c1ccccc1)[C@@H](O)C(=O)O[C@H]1C[C@@]2(O)[C@@H](OC(=O)c3ccccc3)C3[C@](C)(C(=O)[C@H](O)C(=C1C)C2(C)C)[C@@H](O)C[C@H]1OC[C@@]31OC(C)=O (some centres not stated)	0.3	3	1	-3	1	-8	1	1	1	-4
O=C(Nc1ccc(Cl)cc1)O/N=C(\c1ccccc1)c1ccccn1	-0.4	2	0	4	5	-3	2	3	-5	2
CC(=O)OC1(Cc2ccccc2)CN2CCC1c1ccccc12 (configuration not stated)	0.5	2	-1	-6	1	1	3	0	1	1
CCC(=O)CC(c1ccccc1)c1c(O)c2ccccc2sc1=O (configuration not stated)	0.1	-5	5	11	7	-3	15	2	4	-1
CCc1cc(=O)oc2cc(OCC(=O)N3C[C@H]4C[C@@H](C3)c3cccc(=O)n3C4)c(Cl)cc12	0.9	-8	-1	1	3	6	2	-10	1	-28
CCC(=Nc1ccc2c(c1)CCC2)c1c(O)n(C2CCCCC2)c(=O)[nH]c1=O	-0.6	-2	4	-5	-2	-4	4	-4	10	-1
COc1ccccc1-n1c(-c2cccs2)nc2ccccc2c1=O	0.1	-1	2	-2	-7	2	0	-1	-15	0
C[N+]1(C)[C@@H]2CC[C@H]1CC(OC(=O)[C@@H](CO)c1ccccc1)C2 (some centres not stated)	-0.1	-4	9	-6	7	-3	17	-1	0	-5
O=c1c2ccccc2nc(-c2ccc(-c3ccccc3)cc2)n1-c1ccncc1	-0.3	-16	-3	2	-8	-6	0	-6	-2	3
Cn1c(O)c(/C=C2\N=c3ccccc3=C2CCNC(=S)NC2CC2)c(=O)n(C)c1=O	0.7	-54	-1	0	0	9	-5	-34	2	-6
c1cncc(CNC2CCCCC2)c1	-0.4	-7	4	-2	6	-1	2	-3	2	-2
CNC(=O)O/N=C/c1nn(C(=O)C(C)(C)C)cc1Br	0.2	-6	2	-4	3	-2	-2	4	-6	-4
C[C@H]1CCC/C=C/[C@@H]2C[C@H](O)C[C@H]2[C@@H](O)/C=C/C(=O)O1	-0.5	3	-2	2	11	-6	3	1	-6	-4
C[C@]12CCC3C(CC[C@H]4C[C@@H](O)CC[C@]34C)C1CC[C@@]2(O)C(F)(F)F (some centres not stated)	-0.1	3	-3	-2	11	16*	-1	-1	3	0
O=C(NC1CCCCC1)N1Cc2cc(-c3ccccc3)ccc2-n2nncc2C1	0.2	-2	-6	6	-6	-4	0	0	-1	-2
CC(C)(C)P(=O)(N1CCOCC1)N1CCOCC1	0.2	-3	-4	-3	-24	6	-1	-2	11	-2
ClC1=C(Cl)C2(Cl)C3C(Cl)C=CC3C1(Cl)C2(Cl)Cl (configuration not stated)	-0.1	-2	-7	-5	2	-2	0	-1	4	-1
CCOP(=O)(OCC)C(NC(=O)NC)C(N)=O (configuration not stated)	-0.4	-4	0	-4	9	2	0	0	-3	-4
CC(C)CC(=O)NC(Oc1ccc(Cl)cc1)C(Cl)(Cl)Cl (configuration not stated)	-0.4	-1	2	0	-3	-4	5	3	-3	1
COc1cccc(-n2c(/C=C/c3ccc(O)c(O)c3)nc3ccccc3c2=O)c1	-4.0	i	-1	13	2	8	0	i	1	-4
O=c1[nH]c2ccccc2n1C1CCN(Cc2ccc(-c3nc4ccccc4nc3-c3ccccc3)cc2)CC1	-4.0	-40	-2	3	8	-7	0	-23	4	-12
O=c1[nH]c(Cl)ccc1CN1CCOCC1	-0.6	5	1	-9	0	6	1	2	-3	-2
C[C@]12CCC(=O)C=C1CC[C@@H]1[C@@H]2CC[C@]2(C)C(=O)CC[C@@H]12	0.5	1	-1	-1	4	-2	1	-1	-3	-5
CCCCN=Cc1c(O)n(-c2c(C)cc(C)cc2C)c(=O)[nH]c1=O	-0.5	2	-1	-1	-7	2	-2	6	-5	1
O=C(N/N=C/c1c(O)n(CCC2=CCCCC2)c(=S)[nH]c1=O)c1ccccc1	-1.7	-37	-6	3	-11	2	-5	-38	1	-6

Some of the compounds tested; the hit share may differ from the screen's.
